# Assay outcomes as filed in PubChem BioAssay.
# BoNT A protease: BoNT A light chain protease inhibition; AID 588499; multiplex microsphere protease substrate cleavage, flow cytometry; 360,000 compounds, 0.17% hits; inhibition, % at 10 µM; also: plate controls were buffer without enzyme for full effect and enzyme alone for no effect
# Yp Topo-I inh: inhibitors of Yersinia pestis topoisomerase I. Y. pestis Topo-I cleavage product accumulation, plate reader. activity, % at 10 µM. 360,000 compounds, 0.064% hits; in the data active = activity above about 50%, passing the limit was not always enough; also: inactives centre near 2
# PriA SSB inh: inhibitors of Klebsiella pneumoniae PriA binding to SSB C-terminal tail; AlphaScreen SSBct-PriA binding, biotinylated peptide; inhibition, % at 33 µM; 430,000 compounds, 0.6% hits; AID 1272365; in the data active = inhibition mostly above about 37%, no sharp cut-off; inactive = mostly below about 20%;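 also: plate controls were negative control peptide for no effect and reference peptide for full effect; strong numbers were not always called active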
# 3CLpro inhibitor: SARS-CoV 3CLpro protease inhibition; P0C6X7; recombinant SARS-CoV 3CLpro, quenched FRET peptide cleavage; inhibition, % at 6 µM; 290,000 compounds, 0.14% hits; AID 1706; in the data active = inhibition above about 12%
# Anthrax LF prot: inhibitors of Bacillus anthracis lethal factor protease. multiplex microsphere protease cleavage assay, LF. inhibition, % at 10 µM. 360,000 compounds, 0.12% hits; also: plate controls were buffer without enzyme for full effect and enzyme alone for no effect
# Target sequence (P15917 whole entry, looked up): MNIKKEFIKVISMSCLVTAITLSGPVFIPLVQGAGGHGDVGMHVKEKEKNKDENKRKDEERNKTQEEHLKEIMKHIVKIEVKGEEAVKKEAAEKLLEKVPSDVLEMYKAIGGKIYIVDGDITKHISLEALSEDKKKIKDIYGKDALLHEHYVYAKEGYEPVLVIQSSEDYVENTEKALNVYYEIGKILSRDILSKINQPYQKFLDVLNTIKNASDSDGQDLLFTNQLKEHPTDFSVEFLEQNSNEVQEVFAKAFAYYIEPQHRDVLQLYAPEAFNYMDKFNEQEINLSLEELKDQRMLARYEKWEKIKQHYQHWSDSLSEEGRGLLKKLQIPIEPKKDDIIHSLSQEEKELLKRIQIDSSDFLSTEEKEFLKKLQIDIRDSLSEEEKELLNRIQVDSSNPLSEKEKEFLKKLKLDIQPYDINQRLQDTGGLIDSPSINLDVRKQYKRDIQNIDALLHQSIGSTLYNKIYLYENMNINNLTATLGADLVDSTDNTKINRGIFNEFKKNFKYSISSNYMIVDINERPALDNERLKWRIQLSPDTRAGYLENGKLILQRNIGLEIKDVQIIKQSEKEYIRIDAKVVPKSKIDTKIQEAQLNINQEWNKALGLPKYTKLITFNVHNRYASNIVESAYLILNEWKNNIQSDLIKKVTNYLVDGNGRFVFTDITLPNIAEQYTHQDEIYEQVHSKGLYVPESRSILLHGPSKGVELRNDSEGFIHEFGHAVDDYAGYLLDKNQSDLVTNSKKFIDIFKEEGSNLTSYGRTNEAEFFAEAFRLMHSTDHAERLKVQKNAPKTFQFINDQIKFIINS
# BH1578 lux ind: quorum light induction in luxS cqsA deficient V. cholerae. V. cholerae BH1578 lux reporter, luminescence, 6 h. activation, % at 18.7 µM. 350,000 compounds, 0.16% hits. AID 588436; in the data active = activation mostly above about 9.7%, no sharp cut-off; also: not every result past the cut was called active; inactives centre near 0; reference of the scale not given here
# TcdB inh: TcdB glycohydrolase inhibition; P18177; inhibition, % at 9.99 µM; 350,000 compounds, 0.24% hits; TcdB glycohydrolase enzymatic assay, plate reader; in the data active = inhibition above about 10%
# PrPC TRFRET: cell surface PrPC inhibition, primary TR-FRET screen; TR-FRET read-out; inhibition, % at 13.8 µM; 370,000 compounds, 0.43% hits; in the data active = inhibition above about 24%; also: 0% = median of the test wells and 100% = reference compound wells
# PfHsp40 yeast: restores yeast growth despite PfHsp40 toxicity; S. cerevisiae expressing PfHsp40, growth rescue, ATP luminescence; growth rescue, % at 12.5 µM; 340,000 compounds, 0.68% hits; in the data active = growth rescue above about 28%, passing the limit was not always enough;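 also: yeast W303a lacking pdr1 and pdr3 grown in galactose medium; growth measured after three days at 30 °C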
# * marks the source's active call; other numbers are inactive results; i = inactive; / = not tested or not shown. Rule as the data show it, unless noted: active = inhibition above about 30%; inconclusive = no clear call, values can overlap the other calls; inactive = below that. Only part of the results is shown; count on the stated rates, not on these rows.
SMILES,BoNT A protease,Yp Topo-I inh,PriA SSB inh,3CLpro inhibitor,Anthrax LF prot,BH1578 lux ind,TcdB inh,PrPC TRFRET,PfHsp40 yeast
CCOC(=O)c1sc2nc3c(cc2c1N)COC(C)(C)C3,0.3,-1,-19,0,-1,i,/,-15,0.7
CCCc1[nH]nc2c1C(c1ccc(OC)c(Cn3nc(C)c(Br)c3C)c1)C(C#N)=C(N)O2 (stereo not drawn),-1.5,13,7,1,0,i,/,0,1.1
COc1ccc(S(=O)(=O)N2CCCCC2)cc1NC(=O)CN1CCN(C(C)=O)CC1,0.4,8,-11,2,-5,-1.0,-0.1,7,-1.0
CCSc1oc(-c2ccco2)nc1S(=O)(=O)c1ccc(F)cc1,0.3,5,-30,-2,-1,i,/,0,0.6
COc1ccc(-c2csc(NC(=O)[C@H](C)N3C(=O)C4CC=CCC4C3=O)n2)cc1OC (stereo partly drawn),-0.2,-5,13,/,0,2.9,0.2,-5,4.5
CCN1C(=O)[C@H]2[C@@H](c3ccc(Cl)cc3)N3C(=O)CN(CC4CC4)C(=O)[C@@]3(Cc3ccccc3)[C@H]2C1=O,0.5,-1,-7,-6,-2,-0.4,1.3,-10,-0.7
Cc1cc(C(=O)NCC(=O)OCC(=O)N(C(C)C)C(C)C)ccc1[N+](=O)[O-],0.9,-3,10,-4,1,-2.0,8.8,-2,-1.2
COCCN=c1scc(-c2cccs2)n1/N=C/c1ccc(O)c(O)c1O,-1.8,-8,/,3,-7,i,-5.4,-16,-1.2
CCN(CC)CC#CCC(OC)(c1ccccc1)c1ccccc1,-0.1,11,-4,-5,2,-0.5,0.8,1,-0.5
O=C(CS(=O)(=O)c1cn(Cc2cccc(F)c2)c2ccccc12)N1CCCCC1,-1.0,4,-7,3,-11,i,/,-2,-1.0
CCn1cc(C(=O)N2CCOCC2)c(=O)c2cc(S(=O)(=O)N(C)C3CCCCC3)ccc21,-0.9,3,3,2,-10,-0.4,0.6,2,-1.6
O=C(O)CCCC(=O)Nc1ccc(C(=O)NCc2cccnc2)cc1,0.3,-2,-8,-4,-1,0.1,/,-7,2.6
O=C1c2ccccc2C(=O)N1CCc1csc(NNc2nc(CCN3C(=O)c4ccccc4C3=O)cs2)n1,-0.7,10,-2,6,-7,-0.9,/,/,0.2
Cc1noc(COc2ccccc2OCc2onc(C)c2Cl)c1Cl,-1.2,-6,-89,7,-5,-3.2,/,-2,-0.1
Cn1cc(CN2CCCCC2C(=O)Nc2ccc(-n3cccn3)cc2)cn1 (stereo not drawn),7.6,11,0,2,5,-1.5,3.4,0,-0.4
CCOc1ccc(CN2CCN(Cc3[nH]c4ccc(OC)cc4c3C)CC2CCO)cc1 (stereo not drawn),0.2,4,11,-1,-5,-0.3,-4.4,-13,-0.4
O=C(O)c1ccc(/C=N/N2CCN(Cc3ccccc3)CC2)cc1,-1.4,-6,/,-4,-6,-0.6,/,2,0.2
O=C(Nc1ccc(S(=O)(=O)Nc2nccs2)cc1)c1ccc(F)c(S(=O)(=O)N2CCOCC2)c1,-1.3,3,0,-3,1,i,0.5,-3,-0.7
CCC(c1nnnn1CCC(C)C)N1CCC(C(N)=O)CC1 (stereo not drawn),1.3,0,-2,-2,-1,/,/,1,1.5
O=C(NC1CCS(=O)(=O)C1)OC1CCCCC1 (stereo not drawn),0.7,-1,-20,-2,-1,-6.2,0.8,14,-0.8

# Whole records, looked up by structure. Screens in order: BoNT A protease | Yp Topo-I inh | PriA SSB inh | 3CLpro inhibitor | Anthrax LF prot | BH1578 lux ind | TcdB inh | PrPC TRFRET | PfHsp40 yeast
# Shown for O=C(CS(=O)(=O)c1cn(Cc2cccc(F)c2)c2ccccc12)N1CCCCC1 → -1.0 | 4 | -7 | 3 | -11 | i | / | -2 | -1.0
# Shown for O=C(O)CCCC(=O)Nc1ccc(C(=O)NCc2cccnc2)cc1 → 0.3 | -2 | -8 | -4 | -1 | 0.1 | / | -7 | 2.6
# Shown for CCN1C(=O)[C@H]2[C@@H](c3ccc(Cl)cc3)N3C(=O)CN(CC4CC4)C(=O)[C@@]3(Cc3ccccc3)[C@H]2C1=O → 0.5 | -1 | -7 | -6 | -2 | -0.4 | 1.3 | -10 | -0.7
# Shown for CCn1cc(C(=O)N2CCOCC2)c(=O)c2cc(S(=O)(=O)N(C)C3CCCCC3)ccc21 → -0.9 | 3 | 3 | 2 | -10 | -0.4 | 0.6 | 2 | -1.6

# 2 entries picked at random from those above, as already listed:
SMILES,BoNT A protease,Yp Topo-I inh,PriA SSB inh,3CLpro inhibitor,Anthrax LF prot,BH1578 lux ind,TcdB inh,PrPC TRFRET,PfHsp40 yeast
Cc1cc(C(=O)NCC(=O)OCC(=O)N(C(C)C)C(C)C)ccc1[N+](=O)[O-],0.9,-3,10,-4,1,-2.0,8.8,-2,-1.2
COCCN=c1scc(-c2cccs2)n1/N=C/c1ccc(O)c(O)c1O,-1.8,-8,/,3,-7,i,-5.4,-16,-1.2

# (listing goes on)
SMILES,BoNT A protease,Yp Topo-I inh,PriA SSB inh,3CLpro inhibitor,Anthrax LF prot,BH1578 lux ind,TcdB inh,PrPC TRFRET,PfHsp40 yeast
COCCN1C(=O)/C(=C/c2ccc(N3CCCC3)cc2)SC1=S,15,-3,-1,0,9,-0.3,0.3,6,-0.1
Cc1cccc(NC(=O)Cn2cnc3ccccc3c2=O)c1C,-0.4,-2,-16,0,-6,i,/,11,-0.2
Cc1c(C(=O)N2CCC3(CC2)OCCO3)sc2ncnc(N3CCN(c4ccccn4)CC3)c12,0.1,18,2,-1,-5,2.2,/,-24,1.6
CCCCn1nnnc1C1(C)CCC(=O)N1CCc1ccc(O)cc1 (stereo not drawn),-0.8,/,/,/,-7,/,3.2,-3,/
CCn1ccnc1CNC(=O)c1ccc(OC2CCN(C(=O)COC)CC2)cc1,0.2,-3,-10,2,-6,-1.8,0.8,-2,-0.8
Cc1ccc(-n2ncc3c(NNC(=O)c4ccco4)ncnc32)c(C)c1,0.5,6,0,2,1,i,0.2,1,-1.3
CC(C)CC(=O)N1CC=CC[C@@H](c2ccc(Cl)cc2)N(Cc2ccc(Cl)cc2)C(=O)[C@@H]1Cc1ccccc1,0.0,13,-14,/,-5,i,-0.7,0,-0.2
Cc1cc(C)cc(NC(=O)c2cccc(C(=O)Nc3cc(C)cc(C)c3)n2)c1,-1.3,1,-6,1,-8,i,0.2,5,-1.5
O=C(NCCC1=CCCCC1)C1CCCN(c2nc3ccccc3o2)C1 (stereo not drawn),0.3,27,0,-2,-2,i,/,-2,-1.1
C[C@@H]1NC(=O)N(CCCn2ccnc2)C1=O,-1.6,8,-2,-3,3,i,0.1,8,0.3
CC1CCN(C(=O)Cn2cc3c(n2)CCCC3)CC1,0.1,3,0,3,8,1.3,0.2,-4,-1.2
CCCC(=O)NC(Oc1ccccc1Cl)C(Cl)(Cl)Cl (stereo not drawn),-0.1,-7,-19,4,0,-0.9,1.3,8,-1.0
N#Cc1c(SC(C(=O)O)c2ccccc2)nc2c(c1-c1cccs1)CCCC2 (stereo not drawn),0.4,11,5,4,2,i,-0.5,52*,3.5
O=C(Nc1cc([N+](=O)[O-])ccc1Cl)c1cccnc1,-1.9,5,2,-4,-3,-0.4,-1.1,-29,0.1
Cc1ccc(Nc2nnc(SCC(=O)Nc3ccccc3[N+](=O)[O-])s2)cc1,-1.1,9,5,-2,-6,-3.3,/,0,-0.6
c1ccc(Nc2nc(-c3cccs3)cs2)nc1,0.8,-17,-3,1,-4,i,/,4,-1.2
COc1cccc(C2CC(c3ccc(C)cc3)n3nc(N)nc3N2)c1 (stereo not drawn),0.1,-4,6,-1,-6,i,0.5,5,-0.5
CN(CC(=O)Nc1ccc(F)c(F)c1F)C(=O)c1ccc(-n2cncn2)cc1,1.0,-3,-3,/,2,0.9,0.6,4,0.1
CCCc1cc(-c2n[nH]c(C)c2-c2ccc(C(=O)OCC)o2)c(O)cc1O,1.9,-10,24,7,-9,-0.6,/,9,-0.1
CN(C)CC(NC(=O)c1cccc(S(=O)(=O)Nc2ccc3c(c2)OCO3)c1)c1ccccc1 (stereo not drawn),3.9,-12,-1,/,-3,-0.3,0.6,-3,0.3
CC(C)C(c1nnnn1Cc1ccco1)N1CCC(C(N)=O)CC1 (stereo not drawn),0.6,-8,4,-4,2,i,/,-9,-1.1
CC(C)(C)C(=O)NCCCNc1ccc([N+](=O)[O-])cc1,-0.1,1,3,-1,2,2.8,/,-22,-0.7
Cc1cc(/C=C2\C(=O)NC(=O)N(c3ccc(Br)cc3)C2=O)c(C)n1C,0.2,4,-9,2,-1,0.2,0.3,4,0.0
O=C(NCC1CCCO1)c1ccc(Cl)c(F)c1F (stereo not drawn),-1.4,5,-14,1,-4,i,/,1,0.4
CCOC(=O)CC(c1ccc([N+](=O)[O-])cc1)n1c(C)ccc1C (stereo not drawn),-0.5,23,14,3,-4,-0.3,1.4,-18,0.1
C/C(=C\C(=O)c1ccccc1)Nc1ccc(N2CCOCC2)cc1,-1.7,4,/,-4,-16,/,/,-16,0.8
O=C(COc1ccc(Cl)cc1)NCc1ccncc1,0.4,8,-7,0,-3,i,1.5,2,-1.1
CC1=C(C(=O)Nc2ccc(F)c(F)c2)C(c2cccs2)NC(=S)N1 (stereo not drawn),-0.3,4,-3,2,0,i,1.2,2,-0.2
CCN1C=C(Cc2ccc(OC)cc2)C2=C(C1)C(c1ccc(OC)cc1)C(C#N)=C(N)O2 (stereo not drawn),1.5,1,3,4,4,-0.3,/,0,-0.9
CCN(CC(=O)NCc1cccs1)C(=O)c1ccc(S(=O)(=O)Nc2ccccc2F)cc1,0.3,0,-5,/,0,i,1.1,-2,1.9
O=C(NCCOc1ccccc1F)C1CCC(=O)N(CC2CCCCC2)C1 (stereo not drawn),-1.9,11,-7,0,-1,-0.6,0.4,5,1.8
CC1(C)CC(=O)C=C(c2ccc(COC(=O)c3cc(F)cc(F)c3)cc2)C1=O,-0.2,-9,/,/,0,-4.5,3.7,-7,/
COc1cc(C(=O)NCCc2ccc(S(N)(=O)=O)cc2)cc(OC)c1OC,0.2,7,-12,0,-2,-0.3,/,5,0.0
O=C(O)C1CCCN1C(=O)C1CCN(S(=O)(=O)c2cccc(C(F)(F)F)c2)CC1 (stereo not drawn),1.5,5,-20,/,-2,-1.1,-0.2,6,-0.8
CN(C)S(=O)(=O)c1ccc(C(=O)Nc2ccc(OCC(=O)N3CCOCC3)cc2)cc1,0.1,0,-27,-4,-7,-0.2,/,-1,2.3
CC(=O)c1ccc(NC(=O)CCOc2cc(C)ccc2C)cc1,-0.7,4,-3,1,-2,i,1.1,9,-0.5
CCc1nnc(NC(=O)CSc2ncnc3scc(-c4ccc(C)cc4)c23)s1,0.9,2,-6,0,-2,-0.3,/,1,-0.3
COc1ccc(C2NC(=S)NC(C)=C2C(=O)N2CCOCC2)cc1 (stereo not drawn),0.1,-4,-7,-1,-1,i,0.4,5,-0.4
CC(CC(=O)Nc1nccs1)c1ccccc1 (stereo not drawn),-2.1,-3,-17,-1,6,-0.1,0.6,3,-0.3
ClCc1csc(-c2ccc(Cl)cc2)n1,0.1,-4,4,3,1,-0.6,/,-4,0.3
O=C1CCCc2c1nc(-c1ccccc1F)n2O,-0.5,-5,-11,0,-7,-0.6,-1.4,-2,-1.9
COc1ccc(CCNC(=O)CCn2cccc2)cc1OC,0.2,-2,3,-6,-6,/,0.2,-3,-1.5

# Entries listed so far that have a furan ring, fused or not, in the order listed:
SMILES,BoNT A protease,Yp Topo-I inh,PriA SSB inh,3CLpro inhibitor,Anthrax LF prot,BH1578 lux ind,TcdB inh,PrPC TRFRET,PfHsp40 yeast
CCSc1oc(-c2ccco2)nc1S(=O)(=O)c1ccc(F)cc1,0.3,5,-30,-2,-1,i,/,0,0.6
Cc1ccc(-n2ncc3c(NNC(=O)c4ccco4)ncnc32)c(C)c1,0.5,6,0,2,1,i,0.2,1,-1.3
CCCc1cc(-c2n[nH]c(C)c2-c2ccc(C(=O)OCC)o2)c(O)cc1O,1.9,-10,24,7,-9,-0.6,/,9,-0.1
CC(C)C(c1nnnn1Cc1ccco1)N1CCC(C(N)=O)CC1 (stereo not drawn),0.6,-8,4,-4,2,i,/,-9,-1.1
